# ALOX12 inh = ALOX12 (human) lipoxygenase inhibition. P18054. purified 12hLO, xylenol orange hydroperoxide absorbance. Potency, µM (series often up to 108 µM), inactives show at the highest dose activity change, negative = inhibition, hits mostly inhibitors. 580,000 compounds, 1.1% hits. AID 1671190; active = well fitted inhibition curve with a large enough effect; inconclusive = small, poorly fitted or top-dose-only effect, or another doubt; inactive = no such curve, though single readings can be large or run the other way
# Target sequence (P18054 whole entry, looked up): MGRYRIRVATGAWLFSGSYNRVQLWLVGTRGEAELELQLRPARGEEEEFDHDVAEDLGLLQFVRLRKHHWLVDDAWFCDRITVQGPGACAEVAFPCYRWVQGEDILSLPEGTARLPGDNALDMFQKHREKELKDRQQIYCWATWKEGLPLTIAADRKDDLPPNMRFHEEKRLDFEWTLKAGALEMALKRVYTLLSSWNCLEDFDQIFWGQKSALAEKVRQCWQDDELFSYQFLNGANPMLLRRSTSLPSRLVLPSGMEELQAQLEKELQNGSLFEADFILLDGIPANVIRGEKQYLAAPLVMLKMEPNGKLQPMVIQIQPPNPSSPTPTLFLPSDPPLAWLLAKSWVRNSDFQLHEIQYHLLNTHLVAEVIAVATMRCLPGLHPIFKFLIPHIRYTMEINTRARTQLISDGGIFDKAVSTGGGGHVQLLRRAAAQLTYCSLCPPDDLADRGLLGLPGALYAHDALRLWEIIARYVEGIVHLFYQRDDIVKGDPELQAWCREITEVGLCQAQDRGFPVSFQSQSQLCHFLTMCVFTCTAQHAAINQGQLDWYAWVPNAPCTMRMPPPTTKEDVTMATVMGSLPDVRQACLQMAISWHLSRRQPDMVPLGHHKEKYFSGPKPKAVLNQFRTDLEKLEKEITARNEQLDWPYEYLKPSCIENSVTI
#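 Purified human 12hLO (150 nM final) in 25 mM Hepes, 0.01% Triton X-100, pH 7.0 was preincubated 15 min at room temperature with compound. Then 40 uM arachidonic acid was added, 30 min. Hydroperoxide was read by Fe-XO absorbance ratio 573/405 nm.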
# * marks the source's active call; other numbers are inactive results; ? = inconclusive; [ ] = dose if it differs, or a comment. % is scaled to controls: 0 for no effect and ±100 for the full control effect; potency is read from the fitted curve at half-maximal effect. These rows are one share of the data, so the mix of outcomes need not match the whole.
ALOX12 inh | SMILES
42%[activator] | O=C(CC1CCOC2(CCN(C(=O)c3cccc(F)c3)CC2)C1)NCc1ccncc1 (stereo not drawn)
-2%[6.33 µM] | O=C(c1ccc(Cl)cc1)N1CCC2(C1)C(=O)N(c1ccccc1)c1ccccc12 (stereo not drawn)
8% | CN(C)c1cc(CNC(=O)c2ccc3c(c2)CCC(=O)N3)ccn1
-2% | Cc1nn(C)c2nc(NCCCN3CCNC(=O)C3)sc12
8%[6.33 µM] | FC(F)(F)CN1C2CCC1CN(c1nccc(Nc3ccccc3Cl)n1)C2
9% | Cc1nc(-c2ccccc2OC2CN(S(=O)(=O)c3c(C)nn(C)c3C)C2)no1
-11% | CC(C)(C)C(=O)Nc1nnc(Cc2ccccc2F)s1
9%[176 µM] | O=C(C1CC1)N1CCN(c2nc3ncccc3o2)CC1
13% | COc1ccc(-c2nc(SC(C)C(=O)NC3CC3)n[nH]2)c(OC)c1 (stereo not drawn)
-20% | Cc1cc(C)c(C(=O)COC(=O)c2cccc(C)c2C)c(C)c1
-11% | CCC(=O)Nc1ccc2nc(-c3ccccc3C)oc2c1
? | Cc1nnc(N2CCN(c3ccccc3)CC2)c2c1nnn2Cc1ccccc1Cl
55%[activator] | CCn1nccc1C(=O)N1[C@@H]2CC[C@H]1CC(NC(=O)c1ccncc1)C2 (stereo partly drawn)
11%[176 µM] | CN1CCC[C@H]1c1nc(-c2ccc(F)cn2)no1
-17% | CCN(CC)C(=O)CN(C)C(=O)c1cc2cc(F)ccc2[nH]1
-8% | N#Cc1ccc(OC[C@@H](O)CN2CCC(C(O)(c3ccccc3)c3ccccc3)CC2)cc1F
? | CS(=O)(=O)N1CCC(c2nnc3n2C(C(=O)O)CC3)CC1 (stereo not drawn)
52% | O=c1ccc2ccc(OCc3nc(-c4ccccc4)no3)cc2o1
0% | Cc1ccc(C(C)NS(=O)(=O)c2cccs2)cc1 (stereo not drawn)
21% | Cc1cccc(C)c1NC(=O)CN1C(=O)NC2(CCOCC2)C1=O

# A run of entries from further up, for reference:
ALOX12 inh | SMILES
-2% | Cc1nn(C)c2nc(NCCCN3CCNC(=O)C3)sc12
8%[6.33 µM] | FC(F)(F)CN1C2CCC1CN(c1nccc(Nc3ccccc3Cl)n1)C2
9% | Cc1nc(-c2ccccc2OC2CN(S(=O)(=O)c3c(C)nn(C)c3C)C2)no1
-11% | CC(C)(C)C(=O)Nc1nnc(Cc2ccccc2F)s1
9%[176 µM] | O=C(C1CC1)N1CCN(c2nc3ncccc3o2)CC1
13% | COc1ccc(-c2nc(SC(C)C(=O)NC3CC3)n[nH]2)c(OC)c1 (stereo not drawn)
-20% | Cc1cc(C)c(C(=O)COC(=O)c2cccc(C)c2C)c(C)c1
-11% | CCC(=O)Nc1ccc2nc(-c3ccccc3C)oc2c1
? | Cc1nnc(N2CCN(c3ccccc3)CC2)c2c1nnn2Cc1ccccc1Cl
55%[activator] | CCn1nccc1C(=O)N1[C@@H]2CC[C@H]1CC(NC(=O)c1ccncc1)C2 (stereo partly drawn)
11%[176 µM] | CN1CCC[C@H]1c1nc(-c2ccc(F)cn2)no1
-17% | CCN(CC)C(=O)CN(C)C(=O)c1cc2cc(F)ccc2[nH]1
-8% | N#Cc1ccc(OC[C@@H](O)CN2CCC(C(O)(c3ccccc3)c3ccccc3)CC2)cc1F
? | CS(=O)(=O)N1CCC(c2nnc3n2C(C(=O)O)CC3)CC1 (stereo not drawn)
52% | O=c1ccc2ccc(OCc3nc(-c4ccccc4)no3)cc2o1
0% | Cc1ccc(C(C)NS(=O)(=O)c2cccs2)cc1 (stereo not drawn)
21% | Cc1cccc(C)c1NC(=O)CN1C(=O)NC2(CCOCC2)C1=O

# Next part
ALOX12 inh | SMILES
? | CCOc1ccc(-c2nc(CSc3nc4c(=O)[nH]cnc4n3C)c(C)o2)cc1OC
2.2µM* | CO/N=C(\C(=O)O)c1cn2ccsc2n1
5% | COc1ccc2[nH]c3c(c2c1)CCNC31CCN(C(=O)C2CC=CC2)CC1
? | O=C(Cc1cccs1)N1CCCCCC1c1nc(C2CC2)no1 (stereo not drawn)
21% | CNC(=O)[C@@H]1C[C@H](Oc2ccccc2)CN1C(=O)CCCc1c[nH]c2ccccc12
24% | O=C1CC(c2ccccc2)N(C(=O)C2CC2)CCCN(C(=O)c2ccoc2)CCN1 (stereo not drawn)
-13% | O=C1Nc2ccc(-c3cccc(C(F)(F)F)c3)cc2C(=O)N2CCN(C(=O)c3ccco3)C[C@@H]12
? | C=CCC1(Nc2c(CC)cccc2CC)CCCCC1
-8% | Cc1cccc(NC(=O)Nc2ccc(C)n(CC(=O)NC(C)C)c2=O)c1
4% | CC1CCCC(NC(C(=O)NC2CC2)c2ccccc2)C1C (stereo not drawn)
16%[176 µM] | O=C(NCc1cccnc1)[C@@H]1C[C@@H](c2ccc(F)cc2)N(CCOc2ccccc2)C1
? | CC(CCCCCCCCCCCCCO)(C(=O)O)C(=O)O
68%[activator] | CC1CCN(C(=O)C2COC3(CCC(C)CC3)N2C(=O)c2ccc(F)cc2)CC1 (stereo not drawn)
23% | CCCNc1c(NC(=O)NCC(C)C)c(=O)oc2ccccc12
? | Cc1cccc(C(=O)NCc2nc(-c3ccccc3NC(=O)C3CCCO3)oc2C)c1 (stereo not drawn)
7% | N#Cc1cccc(C(=O)NC2CCCCC2C(F)(F)F)c1 (stereo not drawn)
8%[176 µM] | COCCn1cnc2ccc(-c3ccccc3)nc2c1=O
17% | CNC(=O)Nc1ccc(C)n(CC(=O)NCc2ccccc2F)c1=O
4% | COc1cccc(S(=O)(=O)N2CCCN(C(=O)C3CC3)C(c3ccccc3)CC(=O)NCC2)c1 (stereo not drawn)
? | CCCCc1c(-c2ccccc2OC)ncn1Cc1ccccc1Cl
? | CC(C)N(c1ccccc1)c1ccc(NC(=O)Cn2nc(C(=O)O)c3ccccc3c2=O)cc1
35% | CCn1ncc(CN2CCCC(c3nc(C(C)C)no3)CCNC(=O)CC2)c1C (stereo not drawn)
44%[activator] | Cn1cc(C(=O)N2CCC3(CC2)CN(c2ncccn2)CC3CO)cn1 (stereo not drawn)
50%[activator] | O=C(c1ccsc1)N1CC(c2noc(C3CCCN3CC3CC3)n2)C1 (stereo not drawn)
12% | O=C1CCN(S(=O)(=O)c2ccccc2)CCCN(C2CCCCCC2)CCN1
25% | N#Cc1cccc(C(=O)N(Cc2cccs2)C2CC2)c1
8% | CCc1nc(-c2c3n(c(=O)n(CC(=O)Nc4ccc(OC)cc4)c2=O)CCCCC3)no1
? | CC(C)=CCC1(CO)CCCN(Cc2[nH]c3ccc(F)cc3c2C)C1 (stereo not drawn)
65%[activator] | C=CCNC(=O)C1CCCN(Cc2cccnc2)CCC(=O)NCC1 (stereo not drawn)
-11% | CN(CC(=O)Nc1cccc(F)c1)C(=O)Cc1csc(-c2ccccc2)n1
29% | CC(C)c1noc(-c2cccn3c(CNC(=O)Cc4cccc(F)c4)nnc23)n1
31% | COC(=O)c1cccn2cc(CN3CCN(S(=O)(=O)c4cccc(C(F)(F)F)c4)CC3)nc12
50%[activator] | COc1cc2c(cc1OC)-c1nnc(C(F)(F)F)n1C(C)(C)C2
28% | CCOc1ccc2oc(C(=O)N3CCN(CC(=O)Nc4ccccc4CC)CC3)c(C)c2c1
? | COc1ccc(C(NC(=O)Cn2c(=O)c3c(ncn3C)n(C)c2=O)C(C)C)cc1 (stereo not drawn)
? | Cc1ccc(NC(=O)Nc2ccc(C)n(CC(=O)NC(C)c3cccnc3)c2=O)cc1 (stereo not drawn)
3% | O=C1NC(Cc2ccccc2)c2nc3ccc(F)cc3c(=O)n2-c2cc(Cl)ccc21 (stereo not drawn)
? | COc1ccc(F)c(CN2CCCN3CCC[C@H]3C2)c1Cl
46%[activator] | CN(Cc1ccccc1)c1cnn(Cc2noc(C3CC3)n2)c(=O)c1
? | Cn1cc(C(C(=O)O)N2CCN(Cc3ccncc3)CC2)c2ccc(C(=O)O)cc21 (stereo not drawn)
26% | COCCc1noc(-c2ccccc2OC2CN(C(=O)CC(C)C)C2)n1
43% | O=C(NC1CCc2nn(CC3CC3)c(=O)n2CC1)c1ccc2nc[nH]c2c1 (stereo not drawn)
8% | Cc1nc2c(c(=O)[nH]1)C(c1cc(F)cc(F)c1)CC(=O)N2 (stereo not drawn)
8% | CC(C)c1noc(C2Cc3ccccc3N2C(=O)Nc2ccc3c(c2)OCCO3)n1 (stereo not drawn)
-26% | CC(CCc1ccco1)NC(=O)c1ccc(S(C)(=O)=O)cc1 (stereo not drawn)
0% | O=C(Nc1ccccc1)c1nnc(CSCC(=O)N2CCN(c3cccc(Cl)c3)CC2)s1
76%[activator] | COCCN(C)C[C@@H]1CN(C(=O)c2ccc(-c3ccc(C)o3)cc2)C[C@@H]1CO
? | Cc1nc2ccc(C(=O)NCCCN3CCOCC3)cc2nc1C
-19% | CCOc1ccccc1Nc1nc2ccccc2nc1NS(=O)(=O)c1ccc(F)cc1
? | COc1ccc(/C=C(\NC(=O)c2ccc(C)cc2)C(=O)NC(CC(C)C)C(=O)O)cc1 (stereo not drawn)
-21% | COc1ccccc1CNC(=O)Cn1c(=O)c2c(ncn2CC(C)C)n(Cc2ccccc2)c1=O
9% | CC(=O)Nc1ccc(NC(=O)c2cc(-c3cccs3)nc3ccccc23)cc1
? | CCN1CCN(C(c2ccccc2)c2c(O)cc(C)n(CC)c2=O)CC1 (stereo not drawn)
? | O=C(COc1ccc(Cl)cc1)Nc1ccc2oc(-c3ccccc3)nc2c1
-2%[6.33 µM] | N#Cc1csc(N2CC3CCC(C2)N3CC(F)(F)F)n1
-2%[176 µM] | CNC(=O)C(C)(C)N1CCC[C@H]1C(=O)N1CCc2ccccc2C1
30%[176 µM] | COc1ccc(Nc2cnc3ccc(-c4ccc(F)cc4)nn23)cc1
2% | CCOC(=O)C1=C(C(=O)OCC)C2N(Cc3ccc(Br)cc3)c3ccccc3[C@@]23C[C@@H](C(=O)OC)N(S(=O)(=O)c2ccc(C(F)(F)F)cc2)C3=N1 (stereo partly drawn)
4% | CC(C)c1nc2cccnc2n1C1CCN(C(=O)Cn2cccn2)CC1
? | O=C1CC(c2ccccc2)N(C(=O)CNC(=O)C2CCOCC2)CCCCCCN1 (stereo not drawn)

# Following part:
ALOX12 inh | SMILES
? | COc1ccc(Cl)cc1NS(=O)(=O)c1cc(-c2cc(C(F)(F)F)on2)ccc1OC
-4% | Cc1nc(-c2c3n(c(=O)n(CC(=O)Nc4ccc(C)c(Cl)c4)c2=O)CCCC3)no1
34%[activator] | O=C(N1C[C@@H](CO)[C@H](c2ccccn2)C1)C1(c2ccccc2)CCCC1
44%[activator] | COC[C@@H]1CN(C(=O)CCn2ccnc2)C[C@H]1c1ccncc1
7%[176 µM] | CC(=O)N1CCN([C@H]2[C@@H]3OC[C@@H](O3)[C@@H](NC(=O)Nc3ccccc3)[C@@H]2O)CC1
24%[176 µM] | CCCn1cnc2c1CN(S(=O)(=O)c1ccc(F)cc1)[C@H](C(=O)OC)C2
7% | N#C/C(=C/c1ccccc1OC(F)F)c1nc2ccccc2s1
3% | COc1cccc(COC(=O)c2ccc3c(c2)NC(=O)CS3)c1
0% | O=C(O)CCOc1ccccc1-c1ccccc1
8% | O=C(NN=C1C2CC3CC(C2)CC1C3)c1ccc(Br)cc1
? | CCc1nnsc1C(=O)N(C)Cc1cccc(Cl)c1
-45% | CCOc1ccccc1N1CCN(CC(=O)Nc2c(Cl)cccc2Cl)CC1
? | CCN1C(C(=O)c2ccccc2)=C(OC(=O)c2ccco2)c2ccccc2S1(=O)=O
? | Cc1cc(C)c2oc(=O)cc(CN3CCN(c4ccccn4)CC3)c2c1
-20% | Cc1ccc(NC(=O)c2n[nH]c(=O)c3ccccc23)cc1S(=O)(=O)N1CCCCCC1
5% | Cc1c(-c2ccccc2)oc2c(C(=O)OCC(=O)NC3CCCC3)cccc2c1=O
-1%[6.33 µM] | O=C(c1ccc(Cl)cc1)N1CCC(N2CCCOC2=O)CC1
48%[activator] | Cc1cnc(CCNC(=O)c2ccnn2C)n1CC1CC1
12% | COCCO[C@H]1C(=O)N(C2CCN(C(=O)c3ccco3)CC2)[C@H]1c1ccncc1
3% | COC(=O)[C@@H]1CCCN1Cc1ccc2c(c1)CN(Cc1cccn1-c1ccccn1)CCO2
10% | CC(C)(CN1CCC(Cc2cccc(C(=O)O)c2)C1)N1CCOCC1 (stereo not drawn)
-2% | COc1ccc(C(=O)NCCN2Cc3ccccc3OC(c3ccsc3)C2)c(OC)n1 (stereo not drawn)
11% | CCCc1noc(CCC(=O)NC(C)c2ccc(C)o2)n1 (stereo not drawn)
40%[activator] | CCCN(CC1CCOC1)S(=O)(=O)c1ccc(OC)c(OC)c1 (stereo not drawn)
-7% | C(=C\c1ccccc1)/C=N/Nc1nc(Nc2ccccc2)nc(N2CCCCC2)n1
-7% | CC(C(=O)NCc1ccc2c(c1)OCO2)n1nc(-c2ccccc2)c2ccccc21 (stereo not drawn)
2% | COc1ccc(OC)c(CNC(=O)CCC[C@H]2NC[C@@H]3C[C@H]2CN(Cc2ccccc2)C3)c1
53%[activator] | Cc1ncc(CN2CCC(C(=O)O)(n3ccc(-c4ccco4)n3)CC2)[nH]1
-8% | Cn1nc(C(=O)Nc2ccc(F)c(F)c2F)c2ccccc2c1=O
44% | COC[C@@H]1[C@H](C(=O)Nc2ccc(N3CCOCC3)cc2)CCC(=O)N1C
-11% | Cc1ccc(S(=O)(=O)N(C)C)cc1C(=O)NCc1coc(-c2cccs2)n1
26% | CCOc1ccc(CC(=O)N2CCCN(c3cc(-c4ccccc4)[nH]n3)CC2)cc1OCC
? | COc1cc(C(C)=O)ccc1SCC(=O)O
11% | CN(CC1CCOCC1)C(=O)C1CCC1
0%[6.33 µM] | CC(=O)N1CC2(CCN(C3COC3)CC2)Cc2ccccc21

# Structures listed above shown as hits in ALOX12 inh:
ALOX12 inh | SMILES
2.2µM* | CO/N=C(\C(=O)O)c1cn2ccsc2n1

# Assay outcomes: PubChem BioAssay, National Center for Advancing Translational Sciences (NCATS)
